ERb SRC1 inh: ER-beta (human) coactivator binding inhibition. 1.3% of 86,000 active. TR-FRET ER-beta LBD / SRC1-Cy5 peptide binding; receptor agonist-loaded with 1 µM estradiol. AID 633. inhibition, % at 25.6 µM;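 active = compounds whose percent inhibition of the receptor-coactivator binding signal exceeds about 50% in the single-dose screen, limit read from the data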;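 also: 0% = receptor plus peptide wells without compound and 100% = peptide-only wells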
MT1-MMP txn act: MT1-MMP promoter transcription activation | HT1080 MT1-MMP promoter luciferase reporter, luminescence, overnight; stronger effect = higher value | activation factor at 10 µM | 0.16% of 86,000 active | AID 750;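 active = activation factor of at least 2 for MT1-MMP transcription at 10 µM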
ERa coact pot: enhances coactivator binding to human estrogen receptor alpha; TR-FRET ERalpha-LBD/SRC-Cy5 coactivator binding, 2 h; 100 = basal binding, no effect; AID 639; coactivator binding (% of control), % at 25.6 µM; P03372; 1.3% of 86,000 active; in the data active = activity above about 200%;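 also: binding measured in presence of low estradiol as agonist stimulus; 0% = peptide alone without receptor and 100% = receptor with peptide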
CD11b adhes inh: inhibitors of human CD11b/CD18 binding to fibrinogen; K562 CD11b/CD18 adhesion to fibrinogen, ATPlite luminescence; Mn2+ added to activate the integrin; inhibition, % at 10 µM; 0.54% of 93,000 active; AID 1497;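 active = primary inhibition of 50% or more at 10 µM, then 40% or more on retest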; also: some results filed as inactive read as strong as hits
E coli WT exp: blocks growth of wild type E. coli BW25113. OD600 absorbance. growth inhibition, % at 100 µM. 0.15% of 98,000 active;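 active = growth inhibition above about 50% at one test dose, limit read from the data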;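 also: growth measured after 20 h incubation at 37 °C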
CD11b adhes enh: CD11b/CD18-fibrinogen binding enhancement. P05107+P11215. K562 CD11b/CD18 adhesion to fibrinogen, ATPlite luminescence. activation, % at 10 µM. 0.07% of 93,000 active. AID 1499;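 active = 10 µM primary screen giving 50% or more activity, confirmed by 40% or more on retest at that dose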; also: strong numbers were not always called active; reference of the scale not given here
FAK inh: inhibitors of human focal adhesion kinase. Q05397. biochemical FAK kinase activity assay. inhibition, %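 (tested at 7 µM)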. 0.84% of 97,000 active. AID 727; in the data active = inhibition above about 19%;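 also: 0% = DMSO and 100% = reference compound high control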
Target sequence (Q05397 whole entry, looked up): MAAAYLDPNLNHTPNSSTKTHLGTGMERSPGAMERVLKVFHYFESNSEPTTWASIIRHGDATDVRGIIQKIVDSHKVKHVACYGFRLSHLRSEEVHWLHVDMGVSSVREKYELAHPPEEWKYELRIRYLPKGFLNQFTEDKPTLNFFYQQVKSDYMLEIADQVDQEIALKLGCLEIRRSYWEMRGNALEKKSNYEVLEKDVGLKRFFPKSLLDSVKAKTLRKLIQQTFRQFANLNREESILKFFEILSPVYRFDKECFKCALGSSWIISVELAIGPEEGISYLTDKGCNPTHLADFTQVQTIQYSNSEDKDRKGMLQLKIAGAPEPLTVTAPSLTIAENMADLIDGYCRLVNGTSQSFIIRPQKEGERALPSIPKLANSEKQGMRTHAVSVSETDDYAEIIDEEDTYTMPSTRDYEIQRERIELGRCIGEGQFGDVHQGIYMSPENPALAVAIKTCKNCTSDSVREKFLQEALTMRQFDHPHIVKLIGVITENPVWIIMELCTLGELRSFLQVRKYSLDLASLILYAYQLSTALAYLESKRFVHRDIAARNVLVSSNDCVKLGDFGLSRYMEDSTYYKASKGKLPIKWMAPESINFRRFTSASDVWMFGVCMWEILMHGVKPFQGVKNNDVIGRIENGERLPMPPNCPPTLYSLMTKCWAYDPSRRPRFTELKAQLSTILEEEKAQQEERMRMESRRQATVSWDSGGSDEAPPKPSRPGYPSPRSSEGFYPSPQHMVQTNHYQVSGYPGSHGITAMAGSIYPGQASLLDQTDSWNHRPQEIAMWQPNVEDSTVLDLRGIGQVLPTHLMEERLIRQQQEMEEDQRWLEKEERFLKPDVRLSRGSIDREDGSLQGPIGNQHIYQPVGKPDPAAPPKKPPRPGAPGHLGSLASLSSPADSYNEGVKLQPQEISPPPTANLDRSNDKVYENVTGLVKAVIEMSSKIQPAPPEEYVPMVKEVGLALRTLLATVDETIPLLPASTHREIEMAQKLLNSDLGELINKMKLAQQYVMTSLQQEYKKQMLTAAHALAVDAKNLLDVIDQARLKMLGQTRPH
ERa coact inh: blocks coactivator binding to human estrogen receptor alpha | TR-FRET ER-alpha LBD / SRC-1 peptide, estradiol-bound | P03372 | inhibition, % at 25.6 µM | 1.7% of 86,000 active | AID 629; in the data active = inhibition above about 50%;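 also: 0% = receptor plus peptide control and 100% = peptide only without receptor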
PLAP activator: human PLAP activation; activation fold at 20 µM; 1.2% of 96,000 active; AID 696; P05187; purified PLAP enzyme, luminescent substrate read-out; stronger effect = higher value; in the data active = activation fold above about 2
The depositor's hits bear a star; / = not tested or not shown; [ ] = another dose, or the depositor's remark.

SMILES	ERb SRC1 inh	MT1-MMP txn act	ERa coact pot	CD11b adhes inh	E coli WT exp	CD11b adhes enh	FAK inh	ERa coact inh	PLAP activator
Cc1c(C(=O)NCc2cccnc2)oc2ccccc12	0	1.3	121	9	11	1	4	-6	1
CCc1nnc(NC(=O)C2CCN(c3cnccn3)CC2)s1	-5	1.1	122	-10	-2	-1	5	-5	0.9
O=C1N2CCSC2=NC1(Nc1ccccn1)C(F)(F)F (stereo unspecified)	-2	1.1	96	-1	2	-4	-2	4	1
CCn1c(SCC(=O)NC(C)(C)C)nnc1-c1ccoc1C	-8	1.2	104	/	/	/	-1	-4	/
Cc1ccc(S(=O)(=O)CC(=O)c2ccc(C(C)(C)C)cc2)cc1	/	/	/	5	-3	-4	5	/	1
COc1ccccc1N1CCN(C(=O)N2CCOCC2)CC1	6	1	101	-4	7	-4	0	-2	1
Cc1cccc(-c2noc(CCCOc3ccc(Cl)cc3Cl)n2)c1	1	1	94	99*	-4	-9	-2	15	0.5
O=C(c1cccs1)n1nc(-c2ccccc2)nc1NCc1ccc(F)cc1	1[fluorescence artefact?]	1	119	2	-26	-4	0	8[fluorescence artefact?]	0.7
COc1ccccc1C(=O)Nn1c(C2CCC2)nc2ccccc2c1=O	-7	1.1	125	-12	3	-3	4	-9	1.2
Cc1cc(Oc2ccccc2)nc(SCC(=O)Nc2ccc(Cl)c(Cl)c2)n1	5	1	100	33	-32	-6	2	-3	1.6

Full records as entered above.
Cc1c(C(=O)NCc2cccnc2)oc2ccccc12 is listed with ERb SRC1 inh: 0; MT1-MMP txn act: 1.3; ERa coact pot: 121; CD11b adhes inh: 9; E coli WT exp: 11; CD11b adhes enh: 1; FAK inh: 4; ERa coact inh: -6; PLAP activator: 1
CCn1c(SCC(=O)NC(C)(C)C)nnc1-c1ccoc1C is listed with ERb SRC1 inh: -8; MT1-MMP txn act: 1.2; ERa coact pot: 104; CD11b adhes inh: /; E coli WT exp: /; CD11b adhes enh: /; FAK inh: -1; ERa coact inh: -4; PLAP activator: /
COc1ccccc1N1CCN(C(=O)N2CCOCC2)CC1 is listed with ERb SRC1 inh: 6; MT1-MMP txn act: 1; ERa coact pot: 101; CD11b adhes inh: -4; E coli WT exp: 7; CD11b adhes enh: -4; FAK inh: 0; ERa coact inh: -2; PLAP activator: 1

The list continues:
SMILES	ERb SRC1 inh	MT1-MMP txn act	ERa coact pot	CD11b adhes inh	E coli WT exp	CD11b adhes enh	FAK inh	ERa coact inh	PLAP activator
CC(=O)Nc1ccc(N=Cc2ccc[nH]2)cc1	/	1	/	-2	-2	-2	0	/	0.8
COc1ccccc1N1CCN(C(=O)CSc2nnc(NC(=O)c3ccco3)s2)CC1	4	1.1	104[fluorescence artefact?]	-4	-2	6	2	6	1.2
CCCOC(=O)c1ccc(OCC(O)CN2C(=O)NC(C)(C)C2=O)cc1 (stereo unspecified)	-4	1.2	109	-10	-4	2	2	-11	1
O=C(CSc1nc2ccsc2c(=O)n1-c1ccccc1)N1CCCC1	0	1.3	92	0	-5	-6	1	-5	0.9
CCCC(c1nnnn1Cc1cccs1)N1CCN(c2ccc(OC)cc2)CC1 (stereo unspecified)	-1[fluorescence artefact?]	1.1	104	-2	-16	-1	3	2[fluorescence artefact?]	1.1
CCOc1cc(CNCC2CCCO2)cc(Br)c1OCC(N)=O (stereo unspecified)	-14	1.1	164[fluorescence artefact?]	-17	8	-3	-2	-2	1
CC1CN(C2CCN(S(=O)(=O)c3ccc4ccccc4c3)CC2)CC(C)O1 (stereo unspecified)	2	1.1	95	-7	6	-5	2	10[fluorescence artefact?]	1.4
COc1cccc(C(=O)N2CCN(C(=O)c3cccc(F)c3)CC2)c1	-4[fluorescence artefact?]	1	131[fluorescence artefact?]	/	-3	/	2	-15	/
CCOC(=O)CC(N)c1ccc(OC)cc1 (stereo unspecified)	-10	/	103	-3	-4	-4	-2	-7	0.9
Cc1noc(C)c1CSc1nnc(C)c(=O)[nH]1	-6[fluorescence artefact?]	/	103	/	-5	/	4	-5	/
COc1cc(C(=O)Nc2nc3ccccc3[nH]2)cc(OC)c1OC	-6	1	114	/	4	/	0	0	/
CCc1ccccc1NC(=O)CN(C)S(=O)(=O)c1ccc2c(c1)c(=O)n(C)c(=O)n2C	-4	/	107	-11	-6	0	4	-6	0.7
O=C(O)C1CCN(S(=O)(=O)c2cccnc2)CC1	-2	1.2	117	/	6	/	-1	3	1
CC(=O)N1CCN(C(=O)c2cccc(S(=O)(=O)Nc3ccc(C)cc3)c2)CC1	-1	1.1	120	-4	3	-3	1	-8	1.3
COc1cccc(/C=N/NC(=O)CCc2c(C)n[nH]c2C)c1	0	1.1	106	-1	-1	-5	2	1	2.1*
C/C(Cl)=C/Cn1c(NCCN(C)C)nc2c1c(=O)n(C)c(=O)n2C	6	1.1	110[fluorescence artefact?]	-13	1	-1	-4	-2	0.9
CN1CCN(CC(=O)Nc2c(C(=O)C3CC3)oc3ccccc23)CC1	-10	1.1	98	4	4	0	-3	-6	1.6
Cc1ccc(-c2csc3ncnc(NCCN4CCOCC4)c23)cc1	-14	1.1	96	36	6	-5	4	-4	1.4
CCC(=O)N1CCc2cc(S(=O)(=O)NCCC(=O)N3CCc4ccccc4C3)ccc21	-3[fluorescence artefact?]	1	115	-8	1	2	2	2[fluorescence artefact?]	1.2
COC(=O)Cn1c2ccccc2c2nc(C)sc21	-7	1.2	94[fluorescence artefact?]	-21	7	-2	3	-8	0.9

Brought forward from above: 2 compounds; new compounds follow.
SMILES	ERb SRC1 inh	MT1-MMP txn act	ERa coact pot	CD11b adhes inh	E coli WT exp	CD11b adhes enh	FAK inh	ERa coact inh	PLAP activator
CCC(=O)N1CCc2cc(S(=O)(=O)NCCC(=O)N3CCc4ccccc4C3)ccc21	-3[fluorescence artefact?]	1	115	-8	1	2	2	2[fluorescence artefact?]	1.2
COC(=O)Cn1c2ccccc2c2nc(C)sc21	-7	1.2	94[fluorescence artefact?]	-21	7	-2	3	-8	0.9
CC1=C(C(=O)OCC2CCCO2)C(c2ccncc2)C2=C(CC(C)(C)CC2=O)N1 (stereo unspecified)	-7	1.2	99	-11	0	-2	-3	-6	1.2
CC(=O)Nc1ccc2c(c1)OCCOCCOc1cc(NC(C)=O)ccc1OCCOCCOCCO2	/	/	/	17	0	4	-7	/	1
Cc1nc2ncnn2c(C)c1CCC(=O)NC(C)CCc1ccco1 (stereo unspecified)	-3[fluorescence artefact?]	1	114	/	-1	/	6	0	1
O=C(CCc1nc2ccccc2[nH]1)Nc1ccc2c(c1)OCCO2	13	1.2	95	/	/	/	/	1	/
COc1cc(OC)c(C2CC(=O)N3CN(c4ccccc4)CSC3=C2C#N)cc1OC (stereo unspecified)	5	1.1	69	-7	6	0	0	-16	1.2
Clc1c(-c2nnc3n2CCC3)sc2ccccc12	5	1.2	105	-17	3	-4	/	-1	1
O=C(CCN1CCCCCC1)Nc1cccc(Cl)c1	3[fluorescence artefact?]	1	119	-18	6	0	-2	5	0.8
COc1ccc(C(=O)Nn2c(SCC(=O)NCc3ccco3)nc3ccccc3c2=O)cc1	-1	/	100	0	-8	-5	/	4[fluorescence artefact?]	1
Cc1cc(-n2nnc3ccccc32)nc2ccccc12	-1	1.6	95	10	-12	0	0	-9	1
Cc1cc(C)n2ncnc2n1	-3	1.1	95	1	-3	0	2	3	1
CC1CCCC(NC(=O)C2CCCN2S(=O)(=O)c2cccc3nsnc23)C1C (stereo unspecified)	-6[fluorescence artefact?]	/	97	4	4	2	-1	8	1.5
Cc1cc(C)n(C(=O)CNC(=O)COc2ccccc2)n1	4	1	142	-20	7	1	1	-4	1
OC(COc1ccc(OCC(O)CN2CCCCCC2)cc1)CN1CCCCCC1 (stereo unspecified)	7	1.1	80[fluorescence artefact?]	/	-2	/	2	8	1.1
CCOC(=O)c1ccc(S(=O)(=O)NC2CCCCCCC2)n1C	-10	1.1	116	-9	5	5	-1	-8	0.8
Cc1cc(NC(=O)CSc2nnc(Cn3c(=O)sc4ccccc43)n2-c2ccccc2C)no1	20	1.1	89	/	-5	/	/	7	/
OCCNc1nc(Nc2ccccc2)nc(Nc2ccccc2)n1	-1	1.1	112	-18	5	2	-1	11	1.2
O=C1CC(c2ccc3c(c2)OCO3)Sc2nc3ccccc3n21 (stereo unspecified)	-10	0.3	105[fluorescence artefact?]	20	3	-3	-1	-1	1
O=C(O)C1CCCCC1C(=O)NCCc1cccc(Cl)c1 (stereo unspecified)	-4	1.2	113	15	-5	2	-1	-5	1.5
CC1(C)Oc2ccc3ccc(=O)oc3c2/C(=C/Nc2ccccc2)C1=O	-32	1.1	93	4	-10	-2	8	5	0.9
CCOC(=O)C1CCN(C(=O)c2c(-c3c(F)cccc3Cl)noc2C)CC1	-7	1.1	108[fluorescence artefact?]	14	4	4	1	4[fluorescence artefact?]	1.2
C#CCn1cc[n+](CC(=O)N(C)C)c1	0	1	130	-16	0	2	10	-17	1.3
CCN(CC)S(=O)(=O)c1ccc(NC(=O)Cn2c(=O)sc3ccccc32)cc1	-10	1.3	107	13	-7	-3	0	-1	1.8
Cc1ccc(-n2c(CNc3ccc(F)cc3)nnc2SCC(=O)N2CCCC2)cc1	-1	1.1	103	8	2	-1	-4	-3	1.5
COc1ccc(CN2CC34C=CC(O3)C(C(=O)O)C4C2=O)cc1 (stereo unspecified)	5[fluorescence artefact?]	1	87	-6	9	-6	2	-3	0.9
CCCc1cc(=O)[nH]c(SCC(=O)N(CC(C)C)C2CCS(=O)(=O)C2)n1 (stereo unspecified)	0	1.2	74	-8	-1	-2	-2	-2	1.2
CC(C)CCNC(=O)CCn1nc(-c2ccccc2)ccc1=O	-16	1.2	117	/	5	/	-3	2	0.9
COC(=O)c1c(C(=O)OC)c2n(c1C)Cc1ccccc1C2	-6	1	116	-4	-8	-5	5	-5	0.9
O=P(c1ccccc1)(c1ccccc1)C(O)c1ccncc1 (stereo unspecified)	-3[fluorescence artefact?]	1	130	-17	-3	-2	-2	2	1
N/C(Cc1ccc([N+](=O)[O-])cc1)=N\OC(=O)c1ccc([N+](=O)[O-])cc1	-22	1.1	103	1	8	-2	3	0	0.9
O=C(CC12CC3CC(CC(C3)C1)C2)Nc1cccc2ncccc12	-3	1.1	111	2	5	0	-1	4	1.5
CC(C)CC(=O)N/C(N)=N/c1nc2ccccc2s1	-2[fluorescence artefact?]	0.9	109	36	10	-7	-1	6[fluorescence artefact?]	1.7
CCc1ccc(N(CC(=O)Nc2ccc(OC)cc2OC)S(C)(=O)=O)cc1	-5	1.2	108	2	-1	4	/	1	1.5
CCS(=O)(=O)Nc1c(C)n(C)n(-c2ccccc2)c1=O	0[fluorescence artefact?]	1.2	102	-7	2	-4	-1	2[fluorescence artefact?]	1
O=C1CC(c2ccccc2)CC(O)=C1C=NCC1CCCO1 (stereo unspecified)	3	1.1	83	8	-3	-3	4	-8	1.2
Cc1ccc(C)c(NC(=O)c2ccccn2)c1	/	1	/	/	-1	/	-7	/	1
O=C(O)CCCC(=O)NS(=O)(=O)c1ccc(Cl)cc1	-11[fluorescence artefact?]	1.2	108	-1	0	2	-5	-7	1.1
Cc1ccc(CCNC(=O)C23CN(Cc4ccccc4)CC2C(c2ccc([N+](=O)[O-])cc2)=NO3)cc1 (stereo unspecified)	/	/	/	14	-5	-3	3	/	1.2
CC(=O)c1c(C)[nH]c(C(=O)Nc2cccnc2)c1C	-8	1.2	117	14	4	5	3	-7	1.2
O=C(CSc1nnc(-c2ccccc2)n1C1CCCCC1)N1CCCC1	1	1.1	112	1	-1	-3	-1	-5	1.5
CCOC(=O)c1cc2sc(C)cc2n1CC(=O)N(CC)CC	-23	1	97	/	6	/	30*	-8	1.2
O=C(Cn1cnc2ccccc2c1=O)c1ccccc1	7	1.4	104	/	/	/	0	2	/
CC1(C(=O)Nc2nccs2)Cc2ccccc2C(=O)O1 (stereo unspecified)	4[fluorescence artefact?]	1.2	129	-14	-5	4	1	5	0.8
c1ccc(-c2ccccc2OCCn2cncn2)cc1	2	1.3	105	-24	5	2	0	-2	1.1
Cc1ccc(S(=O)(=O)NC2=NCN(C3CCCCC3)CN2)cc1	-2	1.7	122	/	4	/	-3	-5	1
